Screens as filed in PubChem BioAssay.
14-3-3 PPI – 14-3-3 gamma protein interaction modulation. 160,000 compounds, 0.19% hits. P61981. inhibition, % at 40 µM. FP, 14-3-3gamma / TMR-pS259-Raf peptide binding; in the data active = inhibition above about 30%;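 note: 0% = protein plus tracer without compound and 100% = blank with tracer alone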
Target sequence (P61981 whole entry, looked up): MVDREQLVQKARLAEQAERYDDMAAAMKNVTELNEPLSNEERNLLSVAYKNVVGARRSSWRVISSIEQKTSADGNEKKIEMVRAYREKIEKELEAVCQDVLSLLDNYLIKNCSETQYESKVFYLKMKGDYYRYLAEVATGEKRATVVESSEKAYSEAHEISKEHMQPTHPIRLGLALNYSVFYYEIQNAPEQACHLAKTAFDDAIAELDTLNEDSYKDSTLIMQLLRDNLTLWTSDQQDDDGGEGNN
Starred values were filed as active, the others as inactive; & = joins results of further samples.

SMILES	14-3-3 PPI
O=C1CN(C(=O)COc2ccc(Cl)cc2)C(c2ccccc2)c2cc(Cl)ccc2N1 (stereo unspecified)	-5.4
CCN(CC(=O)NCc1ccc(F)cc1)CC(O)COCc1cccc(OC)c1 (stereo unspecified)	-4.2
CCc1ccc(OCC(=O)Nc2ccc(I)cc2)cc1	14.8
CC(C)C(c1nnnn1Cc1cccs1)N1CCN(c2ccccc2)CC1 (stereo unspecified)	-4.0
COc1cc(NC(=O)c2cc3ccccc3o2)c(OC)cc1Br	-52.2
CSc1cccc(NC(=O)CCS(=O)(=O)c2cc(Br)cc3c2N(C(=O)C2CC2)CC3)c1	-4.8
N=c1n(Cc2ccccc2)c2ccccc2n1CC(O)COc1ccccc1 (stereo unspecified)	-2.2&1.2
Cc1ccc(S(=O)(=O)N2CCCc3ccccc32)cc1C	-8.2
Cc1ccc(-c2nc(Nc3ccccc3)c3ccccc3n2)cc1	0.0
O=C(CSc1nc2c(cnn2-c2ccccc2)c(=O)[nH]1)Nc1ccccc1	-0.8
CCCCN(C)Cc1c(C)[nH]c2c(C)cccc2c1=O	3.0
Cn1nc(C(=O)Nc2ccc(S(=O)(=O)N3CCCCC3)cc2)ccc1=O	1.6
CCCCC1CCC(C(=O)Nc2ccc(S(=O)(=O)N3CCCCC3c3cccnc3)cc2)CC1 (stereo unspecified)	-13.7
CCCNc1nc2c(c(=O)[nH]c(=O)n2C)n1CCc1ccccc1	5.8&-3.4
Nn1c(SCC(=O)Nc2ccc3c(c2)OCO3)nnc1C1CC1	-5.7
CCCCNC(=O)C1CCC(=O)N1Cc1ccc(C)cc1 (stereo unspecified)	3.5
O=C(O)c1cc2c3c(c1)C1C=CCC1C(c1ccccc1F)N3CC1CC=CC21 (stereo unspecified)	20.4
CCOCCCNC(=O)c1c(-c2ccccc2)noc1C	0.5
O=C(O)C1CC(=O)N(CCc2ccccc2)C(=Nc2ccc(F)cc2)S1 (stereo unspecified)	-10.8
O=C(NC1CC1)C1CCC(Cn2c(=S)[nH]c3ccsc3c2=O)CC1 (stereo unspecified)	-4.5
COc1ccc(C2NC(=S)NC(C)=C2C(C)=O)c(OC)c1 (stereo unspecified)	-6.7
CCOC(=O)CCC(=O)Nc1ccccc1C(N)=O	-2.4
Cc1ccccc1NC(=O)c1ccc(F)c(S(=O)(=O)N2CCc3ccccc3C2)c1	-2.7
Cc1ccc2oc3c(c(=O)c2c1)C(c1cccc(Cl)c1)N(CCCN1CCOCC1)C3=O (stereo unspecified)	-3.5
COc1ccc(C=Nc2nc3ccc(Br)cc3s2)cc1	-20.2
Cc1cc(OC(=O)COc2ccccc2C)ccc1Cl	3.7
CC(=O)N1CCc2cc(S(=O)(=O)CCC(=O)Nc3nc(C)cs3)ccc21	-20.6
Cc1ccc(NC(=O)c2ccc(C)c(C)c2)cc1	-3.0
COc1ccccc1N(CC(=O)Nc1ccc(F)c(F)c1)S(C)(=O)=O	-2.1
N#Cc1nc(Cc2cccc3ccccc23)oc1NCc1ccc2c(c1)OCO2	4.0
CC(C)(C)OC(=O)CSc1ncnc2sc3c(c12)CCCC3	-4.7
Cc1nn(CC(O)Cn2c(C)c(C)c3ccccc32)c(C)c1Br (stereo unspecified)	-32.1
Cc1cccc(OCCCC(=O)Nc2nc3ccccc3s2)c1	-1.7
Cc1ccc(OCC(=O)Nc2ccc3c(c2)nc(CCN2CCOCC2)n3C)cc1	-3.8
Cc1c(C)c2cc3c(C)coc3cc2oc1=O	-1.0
Nc1c(C(=O)NCc2ccc3c(c2)OCO3)nnn1-c1ccc(OC(F)(F)F)cc1	3.9
CCOc1ccc(CNc2ccc3c(c2)ncn3-c2ccc(C)cc2)cc1	-2.6
Cc1ccc(C(=O)Nc2ccc(C)cc2Br)cc1	-20.8
COC(=O)c1c(N)n(CCC2=CCCCC2)c2nc3ccccc3nc12	-3.9
CC12CC(NC(=O)N1c1cccc(C(=O)NCc3ccccc3)c1)c1cc(Cl)ccc1O2 (stereo unspecified)	-3.3
CCN(C(=O)CN1C(=S)NC(C)(C)CC1C)c1ccc(C)c(C)c1 (stereo unspecified)	-4.5
OC12CCCCC1C(c1ccc3c(c1)OCO3)N(Cc1cccc(F)c1)CC2 (stereo unspecified)	-2.2
O=S(=O)(c1ccc(C2CCCCC2)cc1)N1CCC(Cc2ccccc2)CC1	4.4
CCC1CCCCN1C(=O)c1sc2ncn(CC(=O)Nc3ccccc3OC)c(=O)c2c1C (stereo unspecified)	-9.0
COCCN1Cc2cccc(C(=O)NCc3cccnc3)c2C1=O	1.3
COc1ccc(N2C(C(C)=O)=NN(c3ccc(C)cc3)C2c2ccccc2)cc1 (stereo unspecified)	-10.4
CC(C)CN1C(=O)c2ccc(Oc3ccc([N+](=O)[O-])cc3)cc2C1=O	3.9
COc1ccc(NC(=O)c2oc3ccc(S(=O)(=O)N(C)C4CCCCC4)cc3c2C)cc1Cl	-13.6
CC(C)(C)c1ccc(C(=O)Nc2c3c(nn2-c2ccccc2)CSC3)cc1	-6.1
c1cnc2ccc(C(c3nnnn3C3CCCC3)N3CCN(c4nc5ccccc5s4)CC3)cc2c1 (stereo unspecified)	-5.8
COc1ccc(C2C(=O)N(C3CCCCCC3)CC(=O)N2CC2COc3ccccc3O2)cc1 (stereo unspecified)	-6.8
O=C(NCCCN1CCN(c2cccc(Cl)c2)CC1)c1cccn2c(=O)c3ccccc3nc12	-24.5
NC(=O)c1c(C(F)(F)F)cc(-c2ccccc2)nc1NCCO	6.2&-5.6
O=C(Nc1cccc(Cl)c1)c1ccc2c(=O)n3c(nc2c1)CCCCC3	-5.8
CCN1C(=O)c2cccc3c(S(=O)(=O)N4CCN(C)CC4)ccc1c23	-11.1
CCc1cccc(NC(=O)C2CCCN(S(=O)(=O)c3c(C)[nH]c(=O)[nH]c3=O)C2)c1 (stereo unspecified)	0.5
CC(NC(=O)C(C)N1C(=O)c2ccccc2C1=O)c1ccccc1 (stereo unspecified)	-10.4
CCCCC1CCC(Cc2ccc(C(=O)O)cc2)CC1 (stereo unspecified)	-5.7
CCc1ccc(C2C(C(=O)OCCOC)=C(C)NC3=C2C(=O)CCC3)cc1 (stereo unspecified)	-1.4
Clc1ccc(-c2nnc(Nc3ccc4c(c3)OCO4)c3ccccc23)cc1	-7.3
Further entries:
SMILES	14-3-3 PPI
CCCOc1ccc2oc(=O)c3c(c2c1)CCCN3C(=O)CN(C)c1ccccc1	10.6
Nc1nonc1-c1noc(C2CCCC2)n1	0.4
Cc1cc(I)ccc1NC(=O)c1cccc(F)c1	-163.7
CCCOc1ccc(OC(=O)c2cccc(C(=O)OCC)n2)cc1	1.5
CCOc1ccc(C2C(C(=O)OC3CC(C)CCC3C(C)C)=C(C)Nc3ncnn32)cc1OC (stereo unspecified)	-3.7
COc1ccc(OCC(=O)N(C)Cc2ccccc2)cc1	4.2
NC(=Nc1nc2c(c(=O)[nH]1)CCCC2)Nc1ccccc1	-3.5
CCSC1=NC(=Cc2ccc(N(CC)CC)cc2OC)C(=O)S1	-138.2
CCOC(=O)c1cnc2c(C)c(Cl)ccc2c1Nc1ccc(C)cc1	-9.4
C=CCn1c(SCCCC)nc2sc3c(c2c1=O)CCCC3	5.8
Cc1cccn2c(=O)c3cc(C(=O)N4CCCCCC4)sc3nc12	0.0
COc1ccc(-c2c3c(=O)n(C)c(=O)n(C)c3cn2NC(C)=O)cc1	-0.6
CCN1CCN(C(CNS(=O)(=O)c2ccc(OC)cc2)c2cccnc2)CC1 (stereo unspecified)	-1.0
CCOc1ccc(C(=O)Nc2cc(=O)n(C)c(=O)n2C)cc1	0.5
CCOc1ccc(-n2c(SCC(=O)Nc3cccc4ccccc34)nc3c(c2=O)SCC3)cc1	-10.0
CN1CCN(C(=O)c2cc3c(n(-c4ccccc4)c2=O)CCCC3=O)CC1	-1.8
COc1ccc(C2C(C(=O)NCc3ccccc3)=C(C)Nc3ncnn32)cc1OC (stereo unspecified)	3.0
CC(C)c1cc(C(C)C)c(S(=O)(=O)Nc2ccc(S(N)(=O)=O)cc2)c(C(C)C)c1	-1.7
COC(=O)c1ccc(=O)n(-c2ccc(OC)cc2)c1	-9.8
CCN(CC)CCNC(=O)c1cc2c(=O)n(C)c3ccccc3c2n1C	-0.3
O=C(C1CCN(S(=O)(=O)c2cccnc2)CC1)N1CCN(c2cccc(C(F)(F)F)c2)CC1	-10.5
CCCc1[nH]nc2c1C(c1ccc(OC(=O)c3ccco3)cc1)C(C#N)=C(N)O2 (stereo unspecified)	-6.2
O=C(C1CCC(Cn2c(=S)[nH]c3ccccc3c2=O)CC1)N1CCN(c2ccccc2)CC1 (stereo unspecified)	-20.7&2.5
COc1ccccc1N1CCN(S(=O)(=O)c2ccc3c4c(cccc24)C(=O)N3C)CC1	-4.9

Exported bar-delimited: 24 of the compounds above.
Molecule | 14-3-3 PPI
O=C1CN(C(=O)COc2ccc(Cl)cc2)C(c2ccccc2)c2cc(Cl)ccc2N1 (stereo unspecified) | -5.4
CCN(CC(=O)NCc1ccc(F)cc1)CC(O)COCc1cccc(OC)c1 (stereo unspecified) | -4.2
CCc1ccc(OCC(=O)Nc2ccc(I)cc2)cc1 | 14.8
CC(C)C(c1nnnn1Cc1cccs1)N1CCN(c2ccccc2)CC1 (stereo unspecified) | -4.0
COc1cc(NC(=O)c2cc3ccccc3o2)c(OC)cc1Br | -52.2
CSc1cccc(NC(=O)CCS(=O)(=O)c2cc(Br)cc3c2N(C(=O)C2CC2)CC3)c1 | -4.8
N=c1n(Cc2ccccc2)c2ccccc2n1CC(O)COc1ccccc1 (stereo unspecified) | -2.2&1.2
Cc1ccc(S(=O)(=O)N2CCCc3ccccc32)cc1C | -8.2
Cc1ccc(-c2nc(Nc3ccccc3)c3ccccc3n2)cc1 | 0.0
O=C(CSc1nc2c(cnn2-c2ccccc2)c(=O)[nH]1)Nc1ccccc1 | -0.8
CCCCN(C)Cc1c(C)[nH]c2c(C)cccc2c1=O | 3.0
Cn1nc(C(=O)Nc2ccc(S(=O)(=O)N3CCCCC3)cc2)ccc1=O | 1.6
CCCCC1CCC(C(=O)Nc2ccc(S(=O)(=O)N3CCCCC3c3cccnc3)cc2)CC1 (stereo unspecified) | -13.7
CCCNc1nc2c(c(=O)[nH]c(=O)n2C)n1CCc1ccccc1 | 5.8&-3.4
Nn1c(SCC(=O)Nc2ccc3c(c2)OCO3)nnc1C1CC1 | -5.7
CCCCNC(=O)C1CCC(=O)N1Cc1ccc(C)cc1 (stereo unspecified) | 3.5
O=C(O)c1cc2c3c(c1)C1C=CCC1C(c1ccccc1F)N3CC1CC=CC21 (stereo unspecified) | 20.4
CCOCCCNC(=O)c1c(-c2ccccc2)noc1C | 0.5
O=C(O)C1CC(=O)N(CCc2ccccc2)C(=Nc2ccc(F)cc2)S1 (stereo unspecified) | -10.8
O=C(NC1CC1)C1CCC(Cn2c(=S)[nH]c3ccsc3c2=O)CC1 (stereo unspecified) | -4.5
COc1ccc(C2NC(=S)NC(C)=C2C(C)=O)c(OC)c1 (stereo unspecified) | -6.7
CCOC(=O)CCC(=O)Nc1ccccc1C(N)=O | -2.4
Cc1ccccc1NC(=O)c1ccc(F)c(S(=O)(=O)N2CCc3ccccc3C2)c1 | -2.7
Cc1ccc2oc3c(c(=O)c2c1)C(c1cccc(Cl)c1)N(CCCN1CCOCC1)C3=O (stereo unspecified) | -3.5

(listing goes on)
SMILES	14-3-3 PPI
CCC(=O)N1CCc2cc(Br)cc(S(=O)(=O)N3CCC(C(=O)N(C)c4cccc(C)c4)CC3)c21	1.7
CC(=O)Nc1ccc(S(=O)(=O)N2CCN(c3c(Cl)cccc3[N+](=O)[O-])CC2)cc1	-5.0
COc1ccc(-n2nnc3c(=O)n(Cc4ccccc4C)cnc32)cc1	-1.9
CC(C)(C)C(=O)C1C(c2ccsc2)C(C#N)(C#N)C2c3ccccc3C=CN12 (stereo unspecified)	-51.3
CCc1ccc2oc(=O)cc(CN3CCC(C)CC3)c2c1	-9.0
Fc1ccc(C2CC(c3ccccc3OC(F)F)n3ncnc3N2)cc1 (stereo unspecified)	7.4
CCOC(=O)c1ccc(N=Cc2nc(-c3ccccc3)oc2OC(C)=O)cc1	8.4
COc1ccc(C)cc1NC(=O)CSc1cc(=O)n(C)c2ccccc12	11.4
COc1cc(C(=O)Nc2ccc3c(c2)nc(C)n3Cc2ccccc2)cc(OC)c1OC	6.9
COc1ccc(NS(=O)(=O)c2cc(C(=O)Nc3ccccc3)ccc2Br)cc1	-2.5
Cc1ccc(-c2nc3ccccc3c(=O)n2Cc2ccccc2F)cc1	2.6
CCOC(=O)N1CCN(C(=O)c2cnn3ccccc23)CC1	6.7
CCOC(=O)c1c(C2COc3ccccc3O2)csc1N (stereo unspecified)	-5.8
CC(=O)c1ccc(N2CCN(C(=O)c3ccco3)C(C)C2)c(F)c1 (stereo unspecified)	-2.8
CC(C)(C)c1nc(CN2CCOCC2)ccc1O	-8.8&7.3
CC(=O)c1cc(C#N)c(SCC(=O)c2cc3ccccc3oc2=O)nc1C	-31.2
COC(=O)Cc1nnc(NC(=O)c2ccccc2)s1	-2.2
COc1cc(-c2ncnn2-c2sc3c(c2C#N)CCCCC3)ccc1O	-29.6
Cc1cccc(NC(=O)CSc2nc3ccccc3c(=O)n2-c2ccccc2)c1C	-34.4

Only part of the results is shown (hit frequency here may not be typical).
